Assay outcomes deposited in PubChem by several laboratories.
GLD-1 TGE inh = GLD-1-TGE RNA interaction inhibition (C. elegans). hit rate 0.44% among 320,000. inhibition, % at 5.96 µM. Q17339. purified GLD-1 + fluorescein TGE RNA, fluorescence polarization;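 active means percent inhibition above a per-plate cutoff, the plate mean of test compounds plus 3 SD, cut at about 30% in these data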;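 further: 0% = DMSO wells with GLD-1 and probe and 100% = wells lacking GLD-1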
Target sequence (Q17339 whole entry, looked up): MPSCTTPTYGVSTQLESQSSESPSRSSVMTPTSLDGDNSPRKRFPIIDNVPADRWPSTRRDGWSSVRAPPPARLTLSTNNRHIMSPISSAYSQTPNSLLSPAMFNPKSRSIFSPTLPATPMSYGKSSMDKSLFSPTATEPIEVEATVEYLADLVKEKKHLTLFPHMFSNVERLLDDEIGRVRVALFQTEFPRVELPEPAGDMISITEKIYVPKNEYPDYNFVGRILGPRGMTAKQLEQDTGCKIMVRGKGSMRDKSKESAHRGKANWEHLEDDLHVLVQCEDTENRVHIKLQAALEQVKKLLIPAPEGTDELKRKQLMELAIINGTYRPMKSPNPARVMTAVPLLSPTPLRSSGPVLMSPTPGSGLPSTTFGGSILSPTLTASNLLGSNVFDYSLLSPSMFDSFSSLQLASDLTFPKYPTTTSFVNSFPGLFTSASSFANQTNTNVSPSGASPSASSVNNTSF
AGP1 TOR yeast = alters AGP1-GFP fluorescence in TOR pathway yeast screen; S. cerevisiae AGP1-GFP multiplex flow cytometry, 3 h; GFP as percent of DMSO wells; GFP response vs DMSO, % at 10 µM; hit rate 0.02% among 320,000;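 active means GFP response relative to DMSO above a set limit, near screen average plus 3 SD, cut at about 150% in these data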;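 further: median GFP channel fluorescence of the gated AGP1 strain per well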
MEX-5 binding = C. elegans MEX-5 TCR-2 RNA binding activity; Q9XUB2; MEX-5/FITC-TCR2 RNA binding, fluorescence polarization; hits give low values; activity score (negative = inhibition of binding), % at 10 µM; hit rate 0.38% among 300,000;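 active means inhibition past about -25% in most replicates, and total fluorescence under double the plate's negative control median, limit read from the data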;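 further: 0% = DMSO and -100% = 5 µM competing unlabeled TCR2 RNA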
Target sequence (Q9XUB2 whole entry, looked up): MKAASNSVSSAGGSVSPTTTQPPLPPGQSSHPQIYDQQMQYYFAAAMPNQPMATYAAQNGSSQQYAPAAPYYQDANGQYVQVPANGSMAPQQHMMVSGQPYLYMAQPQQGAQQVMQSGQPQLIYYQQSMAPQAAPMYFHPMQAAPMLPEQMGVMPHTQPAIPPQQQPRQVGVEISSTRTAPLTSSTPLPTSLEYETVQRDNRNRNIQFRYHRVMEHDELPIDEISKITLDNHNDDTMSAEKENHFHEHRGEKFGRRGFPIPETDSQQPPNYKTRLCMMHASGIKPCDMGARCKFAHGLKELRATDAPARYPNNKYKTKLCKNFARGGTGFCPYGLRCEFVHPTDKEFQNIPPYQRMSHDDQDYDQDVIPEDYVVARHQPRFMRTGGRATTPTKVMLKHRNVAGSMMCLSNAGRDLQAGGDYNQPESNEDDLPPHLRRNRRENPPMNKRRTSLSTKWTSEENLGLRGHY
GRK2 inh = human GRK2 inhibition via aptamer displacement | P25098 | bead flow cytometry, FAM-aptamer displacement from GRK2 | inhibition of aptamer binding, % at 10 µM | hit rate 0.59% among 330,000;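 active means inhibition of aptamer binding above 40%, roughly 3 SD of noise, on plates passing a quality check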;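 further: median bead fluorescence of bound FAM aptamer so fluorescent compounds give negative values; no value below 0 was filed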
BCLXL inh = Bcl-xL (human) inhibition; inhibition, % at 10.9 µM; hit rate 0.7% among 320,000; GST-Bcl-xL / FITC-Bim BH3 peptide fluorescence polarization;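 active means inhibition above the mean of all tested compounds plus 3 SD, cutoff set per campaign, cut at about 30% in these data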;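 further: 0% = DMSO wells and 100% = unlabeled Bim-BH3 peptide competitor; inhibitors lower millipolarization by displacing the labeled peptide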
Fam108B counter = counter-screen for RBBP9 inhibitors: inhibitors of mouse Fam108B. recombinant Fam108B, FP-Rh probe fluorescence polarization. inhibition, % at 9.51 µM. hit rate 0.33% among 300,000;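 active means inhibition above the screen mean inhibition plus 3 SD, computed separately per campaign, cut at about 18% in these data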;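 further: inhibitors lower polarization as less probe binds the enzyme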
CIT2 TOR yeast = alters CIT2-GFP fluorescence in TOR pathway yeast screen; hit rate 0.065% among 320,000; GFP response vs DMSO, % at 10 µM; AID 2029; S. cerevisiae CIT2-GFP strain, flow cytometry, 3 h; 100 means same as DMSO wells;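 active means GFP response relative to DMSO above a set limit, near the screen mean plus 3 SD, cut at about 150% in these data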;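 further: ratio of well median GFP fluorescence to mean of DMSO wells on the plate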
MCL1 BIM primary = inhibitors of human MCL1 binding to BIM-BH3 peptide | AID 2057 | hit rate 0.68% among 320,000 | GST-MCL1 / FITC-Bim-BH3 fluorescence polarization | inhibition, % at 10.9 µM;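 active means inhibition above the mean inhibition of all tested compounds plus 3 SD, set per campaign, cut at about 40% in these data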;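 further: 0% = DMSO wells and 100% = unlabeled Bim-BH3 peptide control; higher means more loss of mP so more displacement of Bim peptide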
VLA-4 inh = inhibition in a human VLA-4 binding assay | VLA-4 expressing cells, ligand binding flow cytometry | inhibition, % (about 7 µM as worked out from the volumes in the protocol) | hit rate 0.2% among 330,000 | AID 2557; in the data active means inhibition above about 50%
* hit, by the source's call; · = no result given.

SMILES	GLD-1 TGE inh	AGP1 TOR yeast	MEX-5 binding	GRK2 inh	BCLXL inh	Fam108B counter	CIT2 TOR yeast	MCL1 BIM primary	VLA-4 inh
COc1ccc2c(CC(=O)NC(Cc3ccc(Cl)cc3)C(=O)O)cc(=O)oc2c1C (centres undefined)	·	93	3.0	0	·	·	97	·	6
CCOC(=O)/C=C(C)\C=C\c1c[nH]c2ccccc12	2	99	0.3	1	-2	4	93	-5	-17
CCN(CC)S(=O)(=O)c1ccc(N2CCOCC2)c(NC(=O)COc2ccc(OC)cc2)c1	7	108	·	1	-3	·	95	5	12
CC(=O)Nc1ccc(S(=O)(=O)N(C)CC(=O)OCC(=O)NC(C)C23CC4CC(CC(C4)C2)C3)cc1 (centres undefined)	2	100	-1.2	0	0	-2	97	-9	-16
CNC(=O)c1ccc(-n2cccn2)nc1	5	119	-0.9	3	-4	-2	98	-8	2
Cc1nc2oc3ccccc3c(=O)c2c(=O)n1Cc1ccccc1	1	99	3.2	1	-2	0	95	-5	12
CCOC(CNC(=O)c1ccc2c(c1)nc(C)n2-c1cccc(F)c1)OCC	5	103	0.5	0	-5	1	105	-5	-3
O=C1C=C(/C=C/C2C=CC=CC2)C[C@@H](c2ccc(Cl)cc2)C1 (some centres undefined)	5	95	·	0	-1	·	94	-1	-17
COc1ccc(Cc2nnc(SCC(=O)N(c3ccccc3)C(C)C)n(N)c2=O)cc1	0	81	-0.2	0	0	-2	76	-3	-8
C=CC[C@@H](CC(=O)NCCO)C(=O)N[C@@H](C)COC(=O)[C@H](CC=C)CC(=O)OC(C)(C)C	4	98	·	0	·	·	89	·	35
COc1cc(OC)c(-c2nc3c[n+](CC(=O)c4ccccc4)ccc3n2C)cc1OC	3	104	2.4	4	6	1	103	5	-4
O=C(c1ccccc1)c1ccc(C(=O)N2CCN(c3ccccc3)CC2)cc1	·	75	1.3	1	·	·	99	·	-8
O=C(CN1c2cccc3cccc(c23)S1(=O)=O)Nc1ccc(S(=O)(=O)N2CCOCC2)cc1	3	103	-2.0	1	7	7	95	5	-14
c1cnc2c(c1)ncc1cscc12	0	104	1.6	0	3	0	106	3	-4
COc1ccc(/C=N/NC(=O)CSc2n[nH]c(=O)[nH]c2=O)cc1	4	98	-1.7	6	2	-1	102	4	5
O=C(CN1C(=O)CSC1=O)N1CCCC(Nc2ccc(F)cc2)C1 (centres undefined)	9	98	0.4	0	6	2	95	16	16
O=C(Cc1cccc2ccccc12)Nc1c(F)cccc1F	-4	94	0.9	1	-2	1	92	2	-4
CCCn1nc(NC(=O)CC(C)C)c2cc3ccccc3nc21	3	102	1.6	3	-1	-2	97	-6	12
NC(N)=NS(=O)(=O)c1ccc(NC(=S)NC(=O)Cc2ccc(Cl)cc2)cc1	-4	128	-0.7	3	2	-6	64	5	0
COc1ccc(C(C(=O)NC(C)(C)C)N(CCc2ccc(OC)c(OC)c2)C(=O)CCC(=O)Nc2cc(C)on2)cc1 (centres undefined)	-7	96	2.7	0	2	-3	103	-1	9
CC1CCN(CC(=O)Nc2cc(C(F)(F)F)ccc2Cl)CC1	-3	91	1.1	0	1	6	93	3	6
CCSc1nnc(NC(=O)CSc2nnc(C)c(=O)n2N)s1	0	94	1.1	0	-1	-1	93	5	5
Cn1cccc1Cc1nnc(SCC(=O)NC2CCCC2)n1CCc1ccccc1	6	102	6.3	1	3	-2	102	0	-11
Oc1nc(Nc2cccc(Cl)c2)sc1/C=C1\C=Nc2ccccc21	-27	96	0.0	0	5	34*	93	4	-17
Fc1ccc(-c2[nH]ncc2CN(CC2CCC2)CC2CCCO2)c(F)c1 (centres undefined)	14	103	0.4	1	4	3	101	8	16
Cc1cccc2c1-c1sc(C(=O)Nc3cccnc3)cc1CO2	2	100	-2.9	3	5	-16	108	5	16
COCCNS(=O)(=O)c1ccc2c(c1)C(=O)c1cc(S(=O)(=O)NCCOC)ccc1-2	1	104	-2.9	0	6	2	94	6	-7
CCc1ccccc1N1C(=O)C2CC=CCC2C1=O (centres undefined)	-1	91	-2.6	0	0	-3	86	-2	13
CC(C)(C)c1ccc(C2CC2C(=O)N/N=C\c2ccc[nH]2)cc1 (centres undefined)	8	98	1.8	2	2	2	·	0	4
CC(C)(C)c1ccc(OC(=O)Nc2ccc(O)c(C(=O)O)c2)cc1	2	107	-3.4	2	6	7	105	12	1

Entries from the list above with a tert-butyl group, in the order listed:
SMILES	GLD-1 TGE inh	AGP1 TOR yeast	MEX-5 binding	GRK2 inh	BCLXL inh	Fam108B counter	CIT2 TOR yeast	MCL1 BIM primary	VLA-4 inh
C=CC[C@@H](CC(=O)NCCO)C(=O)N[C@@H](C)COC(=O)[C@H](CC=C)CC(=O)OC(C)(C)C	4	98	·	0	·	·	89	·	35
COc1ccc(C(C(=O)NC(C)(C)C)N(CCc2ccc(OC)c(OC)c2)C(=O)CCC(=O)Nc2cc(C)on2)cc1 (centres undefined)	-7	96	2.7	0	2	-3	103	-1	9
CC(C)(C)c1ccc(C2CC2C(=O)N/N=C\c2ccc[nH]2)cc1 (centres undefined)	8	98	1.8	2	2	2	·	0	4
CC(C)(C)c1ccc(OC(=O)Nc2ccc(O)c(C(=O)O)c2)cc1	2	107	-3.4	2	6	7	105	12	1

Other structures.
SMILES	GLD-1 TGE inh	AGP1 TOR yeast	MEX-5 binding	GRK2 inh	BCLXL inh	Fam108B counter	CIT2 TOR yeast	MCL1 BIM primary	VLA-4 inh
COc1ccc(CC(=O)NNS(=O)(=O)c2cccc([N+](=O)[O-])c2)cc1OC	-2	100	-0.9	1	6	0	90	0	1
CC(=O)c1c(C)n(-c2ccccc2)c2ccc(O)cc12	3	106	-1.5	0	6	4	105	1	-23
C/C(N)=C(/C#N)C(=O)COC(=O)CNS(=O)(=O)c1ccc(C)cc1	2	103	0.7	0	2	-6	100	4	12
CCOc1nc(OCC)nc(N2CCC(C)CC2)n1	4	101	0.8	0	1	-2	108	-4	6
COc1ccc(C2/C=C\CN(C(=O)C3CCCC3)[C@H](Cc3ccccc3)C(=O)N2Cc2ccc(F)cc2)cc1 (some centres undefined)	-12	87	1.0	1	-3	-8	98	4	-2
CCOc1ccc(CC(=O)NCc2cn3c(C)csc3n2)cc1	-9	100	1.0	1	3	0	92	4	-1
Clc1ccc(Cl)c(OCc2cc(-c3ccccc3Cl)on2)c1	5	104	0.5	0	1	-2	105	4	-14
COC(=O)[C@]1(C)N[C@H](CN(C)S(=O)(=O)c2ccc(F)cc2)[C@@H]2C(=O)N(Cc3ccccc3)C(=O)[C@@H]21	-1	110	·	2	·	·	105	·	-4
CCOC(=O)c1[nH]c2ccc(OC)cc2c1NC(=O)CN1CCc2ccccc2C1	6	80	-2.6	2	4	0	98	1	-14
CCC(=O)NCCc1c[nH]c2ccccc12	9	·	-0.1	0	0	0	106	-1	3
CC1CCN(CC(O)COCCC23CC4CC(CC(C4)C2)C3)CC1 (centres undefined)	-5	106	1.2	0	6	5	103	3	4
Cc1cc(CNCc2c(C(=O)N3CCCCCCC3)nc3ccc(Cl)cn23)nn1C	-6	106	4.7	3	10	-1	105	10	15
O=C(O)c1cc(O)ccc1-c1ccc(O)cc1	1	94	2.5	2	7	4	82	2	-4
O=C(O)C1CCCCC1C(=O)Nc1ccccn1 (centres undefined)	1	94	-2.6	1	4	1	94	2	6
CCOc1ccccc1N1CCN(C(=S)NCc2ccc(Cl)cc2)CC1	-1	104	-0.2	0	7	4	101	4	-8
CC1Cc2ccccc2N1Cc1cccc([N+](=O)[O-])c1 (centres undefined)	7	103	2.2	0	-2	3	104	-20	3
Cc1ccccc1Nc1nnc(SCc2nc3ccccc3c(=O)[nH]2)s1	-3	61	-1.6	2	-6	-7	118	-7	-4
CCOC(=O)c1nnc(-c2ccccc2)[nH]c1=O	-1	100	-1.9	1	6	0	106	3	20
COc1ccc(NC(=O)C2CC(c3cc(OC)c(OC)c(OC)c3)=NO2)cc1OC (centres undefined)	-4	95	2.3	0	5	4	103	9	-8
COc1cc2[nH]c3c(OC)ncnc3c2cc1OC	-6	98	3.1	1	8	3	104	-4	4
O=C1NC(=O)/C(=C/c2cc3c(cc2Br)OCO3)S1	4	102	-0.8	0	5	0	108	7	-2
Cc1ccc2nc(SCC(=O)c3c[nH]c4ccccc34)[nH]c2c1	-7	110	-3.9	58*	1	-6	109	-2	-32
Cc1cccc(CCNS(=O)(=O)c2ccc(S(=O)(=O)NC3CCCC3)cc2)c1	4	97	2.2	4	7	-3	100	0	-4
COCc1[nH]nc2c1C(c1sccc1C)C(C#N)=C(N)O2 (centres undefined)	6	92	1.3	5	3	-3	95	8	22
O=C(NNC(=S)Nc1ccc(Br)cc1)c1cccnc1	7	99	-4.4	0	7	1	110	11	-4
Cc1ccc(-c2cccc(NC(=O)C3C4C=CC(C4)C3C(=O)O)c2)o1 (centres undefined)	-8	99	-0.6	1	-3	1	101	2	10
Cc1ccccc1N/N=C/c1ccc(N2CCOCC2)cc1	3	95	1.7	1	10	-2	93	9	12
COc1ccccc1CN(CC(=O)NCC1CCCO1)C(=O)CNS(=O)(=O)c1ccc(C)cc1 (centres undefined)	5	100	1.5	2	3	-3	114	5	-1
CSc1nc(O)c(N=Nc2ccc(F)cc2F)c(=O)[nH]1	-12	104	3.7	0	37*	4	107	42*	-3
Cn1cnnc1Sc1ccc(C(=O)OCC(=O)Nc2ccccc2)cc1[N+](=O)[O-]	5	103	-1.5	0	6	3	107	2	-11
Cc1cc(C)cc(C(=O)OCC(=O)Nc2ncccn2)c1	6	94	·	3	14	·	82	7	11
Cc1ccc(S(=O)(=O)N2CC=C(C(=O)NCc3ccccc3)CC2)cc1	5	90	2.2	0	4	-1	91	4	25
Cn1ncc(C#N)c1/N=C/N1CCCC1	7	111	0.5	4	4	-1	101	-2	-1
O=C(CSc1nc2ccccc2c(=O)n1-c1ccc(F)c(Cl)c1)Nc1cccc(S(=O)(=O)N2CCOCC2)c1	0	96	3.3	4	3	-32	96	0	8
Cc1nc2nc(CSc3nnc(C)s3)cc(=O)n2[nH]1	4	103	-3.7	0	3	-2	113	-3	11
COc1ccc(NC(=O)C/C(C)=N/NC(=O)COc2ccc(OC)cc2)cc1	6	102	0.8	1	1	1	102	2	13
O=C(N=C1SC2CS(=O)(=O)CC2N1Cc1ccccc1)C1CCCCC1 (centres undefined)	1	111	0.1	1	-1	-3	116	-6	-3
CN1CCN(C2CCCCC2NS(=O)(=O)c2ccccc2)CC1 (centres undefined)	3	101	-3.0	17	-2	0	99	1	3
COc1ccc(C(C(=O)NC(C)C)N(C(=O)CCC(=O)Nc2nccs2)c2ccccc2F)cc1 (centres undefined)	-1	105	0.7	0	1	-4	105	3	2
CCOC(=O)C1CCN(S(=O)(=O)c2ccc3c(c2)CC(C)N3C(=O)C2CCC2)CC1 (centres undefined)	0	96	1.3	2	4	3	99	0	7
Cc1ccc(NC(=O)C(=O)NN)cc1	-1	90	1.3	2	4	2	96	10	-7
CC(C)CC(=O)Nc1cccc(-c2nc3ccccc3[nH]2)c1	-8	97	0.4	0	-1	-3	106	0	-2
O=C(Cc1ccc(S(=O)(=O)N2CCOCC2)s1)N1CCN(S(=O)(=O)c2ccc(Cl)cc2)CC1	-7	110	·	0	-4	·	103	-9	-7
CCCCOc1ccc(C(=O)NC)cc1	3	·	0.8	0	7	-1	71	10	10
COc1cc(C(=O)n2cnc3ccccc32)c([N+](=O)[O-])cc1OC	3	90	1.9	0	-3	1	109	-5	4
Cn1ncc(Cl)c1C(=O)Nc1cc(C(F)(F)F)ccc1F	4	98	-0.9	1	2	4	90	0	-2
Cc1cc(NC(=O)COC(=O)c2c(C)c(C)c(C)c(C)c2C)no1	-5	94	·	2	·	·	89	·	0

Not a hit list; about 2.2% have a hit in one of these screens.
